High-throughput results (PubChem)
Candida biofilm = kills Candida albicans biofilms; C. albicans biofilm + clotrimazole, Alamar Blue; AID 834; actives 0.14% (n = 85,000); inhibition, % at 6 µM;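 active = inhibition above 20%; inactive = inhibition below 20%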;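 note: preformed 24 hr biofilms exposed to compound for 48 hr; 0% = biofilm without compound and 100% = blank killed by clotrimazole plus chlorhexidine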
PTPN22 inh 2 = blocks human PTPN22 phosphatase activity | AID 640 | inhibition, % at 2 µM | actives 0.21% (n = 96,000) | recombinant LYP catalytic domain, DiFMUP fluorescence;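 active = inhibition at 2 µM at or above a set limit, the screen mean plus 3 SD, cut at about 24% in these data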;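 note: 0% = DMSO with enzyme and 100% = enzyme fully blocked by orthovanadate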
Target sequence (Q9Y2R2 whole entry, looked up, the tested form may be a part): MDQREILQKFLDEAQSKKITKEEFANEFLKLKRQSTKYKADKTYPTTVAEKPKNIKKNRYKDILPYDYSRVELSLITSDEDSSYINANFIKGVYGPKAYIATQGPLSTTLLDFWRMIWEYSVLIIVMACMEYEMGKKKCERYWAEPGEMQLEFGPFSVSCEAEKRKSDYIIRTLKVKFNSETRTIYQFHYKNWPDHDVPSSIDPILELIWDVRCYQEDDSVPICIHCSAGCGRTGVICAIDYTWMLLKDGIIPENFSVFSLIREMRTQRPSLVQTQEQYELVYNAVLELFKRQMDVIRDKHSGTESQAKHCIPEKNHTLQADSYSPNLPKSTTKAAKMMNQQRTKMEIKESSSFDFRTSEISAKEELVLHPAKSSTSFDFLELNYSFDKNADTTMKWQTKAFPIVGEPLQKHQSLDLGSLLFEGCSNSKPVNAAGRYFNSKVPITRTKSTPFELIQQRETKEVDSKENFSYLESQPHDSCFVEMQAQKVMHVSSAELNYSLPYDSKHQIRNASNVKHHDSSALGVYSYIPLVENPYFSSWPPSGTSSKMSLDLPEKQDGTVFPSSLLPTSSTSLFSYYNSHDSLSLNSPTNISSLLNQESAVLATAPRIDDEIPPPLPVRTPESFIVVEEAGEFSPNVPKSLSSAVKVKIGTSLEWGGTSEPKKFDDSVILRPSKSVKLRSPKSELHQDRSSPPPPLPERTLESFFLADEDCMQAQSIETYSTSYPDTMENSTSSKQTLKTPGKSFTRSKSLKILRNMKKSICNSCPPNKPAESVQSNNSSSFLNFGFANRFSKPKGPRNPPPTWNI
Smad3 inh = inhibitors of human Smad3 transcription factor binding; TR-FRET Smad3/Dy647-FoxH1 peptide binding, europium anti-His; P84022; inhibition, % at 25 µM; actives 0.29% (n = 88,000); AID 630;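 active = compounds that reduce the energy-transfer binding signal between the protein and its labelled peptide by more than half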;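 note: 0% = Smad3 plus labelled peptide maximal FRET and 100% = peptide-only background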
VCAM1 TNFa inh = reduces TNF alpha induced VCAM1 expression in HUVEC. HUVEC TNFa-induced VCAM-1 immunofluorescence, high-content imaging. inhibition, % at 2 µM. actives 0.48% (n = 95,000). AID 802;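 active = inhibition above the batch mean plus 3 SD, with images confirmed as a hit by eye, cut at about 37% in these data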;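 note: 0% = TNF-stimulated DMSO wells and 100% = unstimulated control wells; not every result past the cut was called active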
IL1B cytotox = HUVEC cytotoxicity counter-screen, IL-1B stimulated; HUVEC cell count loss, Hoechst imaging; cell count reduction, % at 2 µM; actives 0.41% (n = 94,000);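 active = cell count reduction more than 3 SD above the screen-wide mean, cut at about 70% in these data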;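 note: normalized per plate to untreated control cells as the no-loss baseline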
HUVEC tox TNFa = toxic to HUVEC cells under TNF alpha stimulation. actives 0.17% (n = 93,000). AID 848. HUVEC TNFalpha-stimulated, Hoechst cell count, imaging. cell count reduction, % at 2 µM;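 active = cell count reduction exceeding the screen mean by over 5 SD, scaled to untreated wells per plate, cut at about 78% in these data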;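 note: cells counted after 24 h of TNF alpha exposure following the 1 h pretreatment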
hDAT+cocaine = changed human dopamine transporter uptake under cocaine IC80. LLC-PK1 hDAT cells, [14C]-dopamine uptake with cocaine IC80; actives deviate in either direction. actives 1.3% (n = 110,000). Q01959. AID 449768. B-score at 10 µM;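 active = Z score or B-score, a plate-position-corrected score, falls beyond the plate's 99.7% confidence bounds, in either direction; inactive = both scores lie inside the 99.7% bounds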;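 note: scored against the spread of the other compound wells on the same plate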
MT1-MMP txn act = MT1-MMP promoter transcription activation; HT1080 MT1-MMP promoter luciferase reporter, luminescence, overnight; active compounds read high; activation factor at 10 µM; actives 0.16% (n = 86,000);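 active = activation factor of at least 2 for MT1-MMP transcription at 10 µM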
cytoskel mod = modifiers of cytoskeleton assembly; actives 0.18% (n = 91,000); inhibition, % at 2 µM; AID 836; HUVEC TNFa F-actin phalloidin imaging, high content;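 active = inhibition above the batch mean plus 3 SD and confirmed as a hit by visual image inspection, cut at about 30% in these data, passing the limit was not always enough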; note: strong numbers were not always called active
The depositor's hits bear a star; . = no result given; [ ] = dose if it differs, or a comment. Not all compounds are listed; the hit share may differ from the screen's.

Value order: Candida biofilm, PTPN22 inh 2, Smad3 inh, VCAM1 TNFa inh, IL1B cytotox, HUVEC tox TNFa, hDAT+cocaine, MT1-MMP txn act, cytoskel mod
CC(C)CNS(=O)(=O)c1ccc(CCC(=O)Nc2ccc3c(c2)OCO3)cc1
  0.1, -4.4, -3.2, 9.8, -6.6, -5.3, -0.256, 1.1, 1.1
CN1C(=O)c2ccccc2Sc2ccc(NC(=O)NC3CC3)cc21
  1.1, -26.5, 12.8, 9.2, 11.7, -26.7, 0.0958, 1.2, -10.1
CC1=C(C(=O)Nc2ccccc2)C(c2cccs2)n2nnnc2N1 (stereo unspecified)
  11.2, 1.0, 4.6, ., -23.4, ., -0.609, 0.9, .
CCN(CC(=O)NC)S(=O)(=O)c1ccc(Br)cc1
  5.7, 11.3, 1.9, 21.1, -15.5, -2.3, -0.0495, 1.2, 1.5
Nc1cc(=O)nc(SCC(=O)Nc2cccc3ccccc23)n1CCc1ccccc1
  ., -9.5, ., 32.7, -0.7, 1.0, 0.85, ., -2.0
CC(=O)Nc1ccc(N2CCN(C(=O)c3cccs3)CC2)cc1
  5.5, ., 4.4, ., ., ., -8.23*, 1.1, .
CCC1C(O)=C(c2ccccn2)C(=N)N1c1ccccc1 (stereo unspecified)
  6.3, ., 3.0, ., ., ., -0.895, 1.1, .
CCCC(c1nnnn1Cc1ccco1)N1CCC(C(N)=O)CC1 (stereo unspecified)
  2.3, 0.3, -6.8, 5.0, -8.2, -17.6, -0.268, 1.1, -6.4
Cc1ccc(C)c(OCC(=O)Nc2nonc2NC(=O)COc2cc(C)ccc2C)c1
  7.6, 6.9, -1.2, 19.9, -18.8, -23.5, -0.265, 1.1, -1.7
NC1=C(c2ccc(F)cc2)C(=O)CS1
  8.8, ., 4.8, ., ., ., -0.272, 1.1, .
CN(Cc1nc(-c2ccncc2)no1)S(=O)(=O)c1ccc(Br)cc1
  7.3, 1.1, -1.5, -0.5, -21.1, -0.8, -0.643, 1.1, -5.2
O=[N+]([O-])c1ccc2nc(-c3ccccc3)n(OCc3ccc(Cl)cc3)c2c1
  ., 6.1, ., -5.3, -34.3, -23.0, 1.43, ., 11.7
COC(=O)c1ccccc1S(=O)(=O)N1CCC(c2nc3ccccc3o2)CC1
  ., -1.3, ., -20.8, -9.7, -24.8, 0.892, 1, 3.7
COc1ccc2nc(NC(=O)c3cnccn3)sc2c1
  8.0, 3.3, 9.9, -11.0, 0.9, 6.2, 0.0364, 0.6, 0.5
CC12CCC(C(=O)NCc3ccc4c(c3)OCO4)(OC1=O)C2(C)C (stereo unspecified)
  4.3, 4.7, 10.3, 15.6, 11.0, 7.9, -0.779, ., -5.1

In a second layout: entries from further up.
structure	Candida biofilm	PTPN22 inh 2	Smad3 inh	VCAM1 TNFa inh	IL1B cytotox	HUVEC tox TNFa	hDAT+cocaine	MT1-MMP txn act	cytoskel mod
CCN(CC(=O)NC)S(=O)(=O)c1ccc(Br)cc1	5.7	11.3	1.9	21.1	-15.5	-2.3	-0.0495	1.2	1.5
Nc1cc(=O)nc(SCC(=O)Nc2cccc3ccccc23)n1CCc1ccccc1	.	-9.5	.	32.7	-0.7	1.0	0.85	.	-2.0

The listing continues:
Value order: Candida biofilm, PTPN22 inh 2, Smad3 inh, VCAM1 TNFa inh, IL1B cytotox, HUVEC tox TNFa, hDAT+cocaine, MT1-MMP txn act, cytoskel mod
NC(=O)CN1CCCN(S(=O)(=O)c2ccc(Br)cc2)CC1
  5.9, 9.7, -1.0, -12.5, -3.3, -7.8, 0.185, 1.2, 19.4
O=C(C1CCCN1S(=O)(=O)c1cccc2cccnc12)N1CCn2c1nc1ccccc12 (stereo unspecified)
  13.3, 5.3, -2.5, 9.3, -14.6, -25.8, 1.84, ., 7.2
CCOC(=O)c1c(C)c(C(=O)NCc2cccnc2)c(C)n1C
  8.6, -7.1, 0.2, -3.3, 0.9, 11.5, 0.158, 1.1, -22.8
COc1ccc2[nH]c(=O)c(CN(C(=O)c3ccncc3)C(C)C)cc2c1
  1.7, 7.0, 7.8, 95.4*, 1.7, -77.1, 0.501, 1.1, 48.4*
O=C(Cc1ccc(Cl)c(Cl)c1)OCC(=O)c1ccc[nH]1
  9.1, -2.4, 8.4, 8.6, 17.1, 18.6, -1.13, 1.1, 0.1
O=C(NCCc1ccc(O)cc1)c1ccc(Cl)cc1
  5.2, -7.1, -4.1, 8.6, 9.7, 18.5, 1.2, 1.7, 8.5
COC(=O)N1CN(C(=O)OC)CN(C(=O)OC)C1
  ., 8.3, 8.1[fluorescence artefact?], -2.3, 9.5, -24.5, -0.393, 1.1, -0.5
CC1=C2C(=O)OC(c3ccoc3)C2(C)CCC1 (stereo unspecified)
  8.2, -17.4, -0.6, 3.8, -33.0, -32.6, -2.18, 1, -67.1
Cc1ccc(-c2nnn(CC(=O)N(CC(=O)NC3CCCC3)c3ccc(F)c(Cl)c3)n2)o1
  1.3, 6.0, 6.4[fluorescence artefact?], -1.8, 22.5, -23.3, 0.395, 1.3, 14.6
O=C(Nc1ccc(Br)cc1)c1ccc(N2C(=O)C3CC=C(Cl)CC3C2=O)cc1 (stereo unspecified)
  8.9, -1.7, -10.8, -7.9, -14.5, 1.8, -0.607, 1.1, .
O=C1C2C3C=CC(C3)C2C(=O)N1c1ccc2c(c1)OCO2 (stereo unspecified)
  ., -10.3, ., -1.0, -0.7, -17.2, 0.448, 1, 22.1
CCCCC(c1nnnn1CC1CCCO1)N1CCN(c2cccc(C)c2C)CC1 (stereo unspecified)
  2.9, -2.8, 5.0, -14.0, 1.2, 0.9, -0.00564, 1.2, -27.9
CSc1cccc(NS(=O)(=O)c2cccs2)c1
  7.6, 8.1, 7.1[fluorescence artefact?], -5.7, -5.1, -4.4, -0.0562, ., 4.3
Cn1c(N)c(C(=O)c2cc(-c3ccccc3)nc3ccccc23)c(=O)n(C)c1=O
  ., 1.7, ., -2.8, 16.3, -16.4, 0.667, ., 5.9
CCCCN(C)C(=O)C(Cc1ccccc1)NS(=O)(=O)c1ccc2c(c1)CCC(=O)N2 (stereo unspecified)
  4.5, -7.8, 4.0, 3.0, -29.6, -9.2, 0.354, 1, 15.4

Value order: Candida biofilm, PTPN22 inh 2, Smad3 inh, VCAM1 TNFa inh, IL1B cytotox, HUVEC tox TNFa, hDAT+cocaine, MT1-MMP txn act, cytoskel mod
COc1ccc(CCn2c(=O)[nH]c3cc(C(=O)NCCN4CCOCC4)ccc3c2=O)cc1OC
  4.6, 12.5, -8.6, -0.8, -10.5, 9.8, ., 1.1, -12.3
NC(=O)c1ccccc1NC(=O)Nc1cccc(Cl)c1
  ., 2.9, ., -0.6, -23.5, 3.2, 0.919, ., 4.8
O=C(C1CC1)N1CCc2cc(Br)cc(S(=O)(=O)NCC3COc4ccccc4O3)c21 (stereo unspecified)
  1.3, ., -1.2, ., ., ., 0.0196, 1.2, .
C=CCn1c(-c2ccoc2)n[nH]c1=S
  -2.2, -5.9, 9.4, 5.4, -0.5, -6.7, 0.102, 1, -12.3
Cc1ccc(C(=O)CSc2ncn[nH]2)cc1
  -6.0, 1.2, -2.2, ., ., ., -0.679, 1.3, .
CCCCn1nc2cc(C(=O)NCC3CC3)ccc2c1OCC
  ., 9.1, ., 12.6, 1.2, -2.7, -0.079, ., -14.2
CCOC(=O)C(NC(=O)c1ccc(OC)cc1)(N1CCOCC1)C(F)(F)F (stereo unspecified)
  5.9, -0.6, 1.9, -7.6, 15.0, 6.4, -0.515, 1.1, -27.5
Cc1cc(C)nc(NC(=O)c2cccc([N+](=O)[O-])c2C)n1
  ., -6.9, ., 3.8, -1.0, -11.3, -0.857, ., -2.4
COCC(=O)Nc1cc([N+](=O)[O-])ccc1C
  ., -3.6, ., -9.3, -1.1, -20.9, 0.605, ., 10.7
Cn1nnnc1SCC(=O)Nc1ccc(Br)cc1Cl
  5.2, 0.0, -1.4, 11.7, -12.7, -12.7, 0.188, 1.1, -3.8
O=C(NC1CCCC1)C(c1ccc(F)cc1)N(Cc1ccc(F)cc1)C(=O)c1ccn[nH]1 (stereo unspecified)
  ., 1.1, ., 7.9, -60.4, -2.0, 1.95, ., -8.6
Cc1cc(C(F)(F)F)nc(NCc2ccc(F)cc2)n1
  6.6, -10.9, 4.7, 3.6, -16.6, -9.9, -0.859, 1.1, 13.4
O=C(Nc1cccc(C(F)(F)F)c1)C1CCCN(c2ncccn2)C1 (stereo unspecified)
  2.2, -2.5, 0.4, 7.8, 18.3, -16.5, 0.045, 1.1, -35.1
Cc1ccc(NC(=O)CN2C(=O)CSC2=O)cc1
  6.3, 1.9, 0.7, -5.0, 2.6, 1.4, -1.05, 1, -7.7
COc1ccc(NC(=O)CC2SC(=NCc3ccccc3OC)NC2=O)cc1 (stereo unspecified)
  1.6, 3.6, 6.0, 5.1, 6.2, -24.3, -0.369, 1.2, 11.6

A different layout for some results above.
SMILES: Cc1ccc(NC(=O)CN2C(=O)CSC2=O)cc1
  Candida biofilm = 6.3 | PTPN22 inh 2 = 1.9 | Smad3 inh = 0.7 | VCAM1 TNFa inh = -5.0 | IL1B cytotox = 2.6 | HUVEC tox TNFa = 1.4 | hDAT+cocaine = -1.05 | MT1-MMP txn act = 1 | cytoskel mod = -7.7

SMILES: COc1ccc(NC(=O)CC2SC(=NCc3ccccc3OC)NC2=O)cc1 (stereo unspecified)
  Candida biofilm = 1.6 | PTPN22 inh 2 = 3.6 | Smad3 inh = 6.0 | VCAM1 TNFa inh = 5.1 | IL1B cytotox = 6.2 | HUVEC tox TNFa = -24.3 | hDAT+cocaine = -0.369 | MT1-MMP txn act = 1.2 | cytoskel mod = 11.6

(more compounds)
Value order: Candida biofilm, PTPN22 inh 2, Smad3 inh, VCAM1 TNFa inh, IL1B cytotox, HUVEC tox TNFa, hDAT+cocaine, MT1-MMP txn act, cytoskel mod
O=S(=O)(c1ccc(N2CCCC2c2nc3ccccc3s2)nc1)N1CCOCC1 (stereo unspecified)
  0.7, -3.9, -14.0, -18.9, 3.0, 2.2, 0.985, 1, 45.6
Nc1c(C(=O)NCc2ccco2)nnn1CC(=O)Nc1ccccc1
  0.5, 0.1, 7.1, 7.6, -16.4, -5.5, -0.902, 1.1, .
O=C(CSc1ccc2nnc(-c3cccc(F)c3)n2n1)NCc1ccco1
  7.2, -4.6, -0.2, -9.9, 6.8, -1.7, -0.477, 1, -7.4
O=C(CSc1ncn[nH]1)NCCCc1ccccc1
  6.2, -5.3, -2.9, 10.3, -3.0, -10.7, -0.329, 1.1, 1.7
Cc1noc(C)c1C(c1ccccc1)c1ccccc1
  ., -18.1, ., 8.6, -1.9, -9.1, 0.178, ., -12.0
O=C(CSc1nnc(-c2ccccc2)n1-c1ccccc1)c1cccs1
  ., 2.1, ., -3.8, -36.1, 25.5, ., ., -20.5
Cc1nn(Cc2ccccc2)c(C)c1NC(=O)CCC(=O)O
  4.7, -3.5, -2.0, 7.3, -38.8, -12.6, -1.22, 1.2, -5.0
O=C(Nc1ccc(F)cc1)c1ccccc1
  4.4, -9.6, 10.3, 9.5, -8.4, -14.8, ., 1.4, 4.0
CC(C)(C)c1nn(-c2ccccc2)c2[nH]c(=O)c(CNCc3ccco3)cc12
  1.3, 6.5, 0.2, 22.0, -20.8, -25.5, 0.475, 0.9, -6.1
COCCn1nnnc1CN1CCC(C)CC1
  3.4, -1.4, 4.5, -6.4, 9.1, -2.2, 0.375, 1, -10.5
COc1ccccc1CNC(=O)C1CC(c2c(Cl)cccc2Cl)=NO1 (stereo unspecified)
  ., 7.2, ., 4.2, -30.3, 7.3, -1.03, ., -24.2
Cc1ccc(S(=O)(=O)N2CCC(C(=O)N[C@H](C(=O)NCc3ccco3)C(C)C)CC2)cc1
  3.9, -7.1, -0.4, -36.4, -39.6, -27.5, -0.0844, 1, -8.9
Cc1ccc(CN2CCNC(=O)C2CC(=O)O)cc1 (stereo unspecified)
  3.2, ., 4.2, ., ., ., -0.224, 1.1, .
